# Source: PubChem BioAssay
# POLB inh: qHTS Assay for Inhibitors of DNA Polymerase Beta | 1.3% of 340,000 active | Potency, µM (top dose mostly 114 µM), for inactives: at the highest dose activity change, negative = inhibition, usual class: inhibitors | AID 485314, 2010 | Pol beta primer extension/strand displacement, fluorescence kinetic | P06746; note: potency is the fitted concentration of half-maximal effect; % is set by controls: 0 for no effect and ±100 for the full control effect
#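 Enzyme-only controls used 10 nM Pol beta; buffer lacking enzyme served as negative control. Compound preincubated 15 min, then 50 nM substrate added; 0 and 10 min reads at room temperature.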
# Tb PGK inh: qHTS Assay to Find Inhibitors of Phosphoglycerate Kinase; Phosphoglycerate kinase, glycosomal (Trypanosoma brucei brucei), P07378; PGK/GAPDH coupled, Kinase-Glo luminescence, 60 min; Potency, µM (titrated, usually from 57.5 µM), for inactives: at the top dose activity change, negative = inhibition, most hits filed as inhibitors; 0.043% of 380,000 active; note: potency is the fitted concentration of half-maximal effect; % is set by controls: 0 for no effect and ±100 for the full control effect; nearly all actives have a fitted effect of over 60% in size
# Target sequence (P07378 whole entry, looked up): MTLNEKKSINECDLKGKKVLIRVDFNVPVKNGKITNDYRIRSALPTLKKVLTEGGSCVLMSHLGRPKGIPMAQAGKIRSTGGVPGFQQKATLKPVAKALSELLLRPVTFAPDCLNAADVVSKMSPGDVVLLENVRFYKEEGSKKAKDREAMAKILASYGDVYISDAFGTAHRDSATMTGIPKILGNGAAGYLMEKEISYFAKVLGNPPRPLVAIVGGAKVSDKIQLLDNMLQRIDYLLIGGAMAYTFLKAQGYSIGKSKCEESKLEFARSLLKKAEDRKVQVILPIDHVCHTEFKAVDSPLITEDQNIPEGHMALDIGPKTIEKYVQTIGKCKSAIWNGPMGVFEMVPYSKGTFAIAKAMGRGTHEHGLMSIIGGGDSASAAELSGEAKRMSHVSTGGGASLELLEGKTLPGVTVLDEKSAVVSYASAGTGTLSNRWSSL
#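 Recombinant glycosomal PGK reaction used 1,3-bisphosphoglycerate generated in-well by GAPDH (100nM final) in 100mM TEA pH 7.6, 5mM MgCl2, 0.01% Tween-20. After 60 minutes at room temperature, ATP was read by Kinase-Glo Plus luminescence end-point.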
# POLK inh: qHTS for Inhibitors of Polymerase Kappa. Potency, µM (titrated, usually from 107 µM), for the others: at the highest dose activity, negative = inhibition, actives largely listed as inhibitors. purified Pol kappa, fluorescent DNA synthesis assay, 10 min. AID 588579, 2011. 0.53% of 400,000 active; note: potency is the fitted concentration of half-maximal effect; % is set by controls: 0 for no effect and ±100 for the full control effect
#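 Pol kappa 10 nM + cpd, 15 min RT; start w/ substrate 50 nM final; fluorescence kinetic read, 0 and 10 min. Neg ctrl: buffer, no enzyme.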
# APE1 inh: qHTS Assay for Inhibitors of the Human Apurinic/apyrimidinic Endonuclease 1 (APE1); DNA repair nuclease/redox regulator APEX1 (Homo sapiens), P27695; recombinant APE1, TAMRA/BHQ-2 abasic DNA cleavage fluorescence; 0.35% of 350,000 active; AID 2517, 2012; Potency, µM (series often up to 65.8 µM), for inactives: at the top dose activity change, negative = inhibition, most hits filed as inhibitors;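 note: potency is the fitted concentration of half-maximal effect; plate controls were vehicle for no effect and reference inhibitor for full effect; nearly all actives have a fitted effect of over 55% in size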
# Target sequence (P27695 whole entry, looked up): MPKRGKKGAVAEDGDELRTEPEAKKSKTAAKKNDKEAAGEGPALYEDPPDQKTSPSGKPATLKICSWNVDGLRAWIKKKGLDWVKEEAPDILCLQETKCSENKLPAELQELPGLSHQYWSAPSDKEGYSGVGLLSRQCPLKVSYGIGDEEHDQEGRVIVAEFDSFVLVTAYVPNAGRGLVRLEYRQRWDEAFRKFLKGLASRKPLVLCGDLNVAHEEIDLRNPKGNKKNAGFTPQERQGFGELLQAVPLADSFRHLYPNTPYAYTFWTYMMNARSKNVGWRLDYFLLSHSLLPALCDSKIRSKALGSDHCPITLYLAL
#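 Quantitative HTS: incision of a TAMRA/BHQ-2 double-stranded substrate bearing a tetrahydrofuran abasic site by 0.75 nM APE1 raises fluorescence. Substrate 50 nM final, added after 15 min compound preincubation at room temperature; progress as third-minus-first kinetic read difference.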
# BLM helicase inh: qHTS Assay for Inhibitors of Bloom's syndrome helicase (BLM) | RecQ-like DNA helicase BLM (Homo sapiens), P54132 | recombinant BLM DNA unwinding, fluorescence dequenching | Potency, µM (titrated, usually from 56.1 µM), for inactives: top-dose activity change, negative = inhibition, usual class: inhibitors | 0.2% of 350,000 active | AID 2528, 2010;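 note: potency is the fitted concentration of half-maximal effect; plate controls were vehicle for no effect and no enzyme for full effect; nearly all actives have a fitted effect of over 35% in size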
# Pol eta inh: qHTS for Inhibitors of Polymerase Eta; DNA polymerase eta (Homo sapiens), Q9Y253; Potency, µM (titrated, usually from 114 µM), without a hit: at the top dose activity change, negative = inhibition, hits mostly inhibitors; recombinant Pol eta, fluorescent DNA replication assay; 1.2% of 390,000 active; note: potency is the fitted concentration of half-maximal effect; % is set by controls: 0 for no effect and ±100 for the full control effect
#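 Pol eta at 10 nM preincubated with compounds 15 min at room temperature; reaction started with fluorescent substrate (50 nM final) and read kinetically at 0 and 10 min.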
# RXFP1 antag: qHTS Assay for Antagonists of the Relaxin Receptor RXFP1. Relaxin receptor 1 (Homo sapiens), Q9HBX9. HEK293-RXFP1, relaxin-stimulated cAMP HTRF, 30 min; stronger effect = lower value. activity change, negative = inhibition, % at 57.5 µM. 0.59% of 350,000 active;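 active = activity change of -60% or lower, but not beyond a set lower limit; inconclusive = change between -60% and -40%, or beyond the set limit; inactive = change above -40%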; note: % is set by controls: 0 for no effect and ±100 for the full control effect
# Apoferritin bind: qHTS Assay for Identification of Novel General Anesthetics. Potency, µM (series often up to 77.5 µM), for inactives: at the highest dose activity change, negative = displacement, hits mostly inhibitors. 0.074% of 350,000 active. apoferritin/1-aminoanthracene competitive binding, fluorescence; note: potency is the fitted concentration of half-maximal effect; % is set by controls: 0 for no effect and ±100 for the full control effect; nearly all actives have a fitted effect of over 20% in size
# Target sequence (P02791 2-175 limits assumed): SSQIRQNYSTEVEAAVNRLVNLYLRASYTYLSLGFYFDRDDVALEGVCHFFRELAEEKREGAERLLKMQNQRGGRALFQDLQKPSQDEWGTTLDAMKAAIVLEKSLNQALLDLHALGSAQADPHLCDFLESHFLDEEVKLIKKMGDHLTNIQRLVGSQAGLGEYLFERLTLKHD
#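 In PBS, apoferritin at 10 uM is loaded with 1-AMA from a 50% saturated solution. After 10 min of compound exposure at ambient temperature, reduced 535 nm fluorescence indicates probe displacement.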
# Pol iota inh: qHTS for Inhibitors of Polymerase Iota | 1% of 390,000 active | Potency, µM (highest dose often 115 µM), for the others: at the top dose activity, negative = inhibition, usual class: inhibitors | AID 588590, 2011 | Pol iota fluorescent replication assay, 10 min | DNA polymerase iota (Homo sapiens), Q9UNA4; note: potency is the fitted concentration of half-maximal effect
#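 Fluorescent replication assay read twice, at 0 min and 10 min after adding 50 nM (final) substrate. Enzyme (10 nM) and compounds were first incubated 15 min at room temperature; enzyme-free buffer wells were negative controls.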
# * = called active by the depositor; i = inactive; ? = inconclusive; / = no result given; [ ] = dose if it differs, or a comment. Unless noted, calls come from the whole dose curve; as a rule, active = well fitted curve in the direction sought with a large enough effect; inconclusive = small, poorly fitted or top-dose-only effect, or another doubt; inactive = no such curve, though single readings can be large; an effect the other way counts as inactive or inconclusive. Not all compounds are listed; rates above refer to the full screens.
SMILES,POLB inh,Tb PGK inh,POLK inh,APE1 inh,BLM helicase inh,Pol eta inh,RXFP1 antag,Apoferritin bind,Pol iota inh
CCCNC(=O)CS(=O)Cc1nc(-c2cccc(OC)c2)oc1C (stereo not given),13%,-2%,-1%,-1%,-1%,-18%,3,-8%,27%
COc1ccc(CCN(C)c2ccc(C(N)=O)cc2[N+](=O)[O-])cc1OC,-10%,0%,-7%,4%,-2%,-14%,7,-11%,25%
Cn1cc([N+](=O)[O-])c(C(=O)Nc2cc(Oc3ccccc3)cc([N+](=O)[O-])c2)n1,?,8%,-13%,?,-14%,?,-16,-15%,?
Cc1ccccc1-n1c(-c2ccoc2C)n[nH]c1=S,47%,2%,-5%,-11%,1%,-6%,-16,0%,7%
COc1cc(-n2c(C)nc3cc(C(=O)N4CCOCC4)ccc32)cc(OC)c1OC,11%,3%,-8%,12%,1%,-10%,0,-6%,13%
OCCC1CN(Cc2ccccc2-c2ccco2)CCN1C1CCCC1 (stereo not given),42%,-5%,-1%,15%,-9%,-3%,-5,4%,22%
O=C(Cc1ccccc1)N/N=C/c1ccc(OCC(=O)Nc2ccccc2)cc1,28µM*,3%,-9%,?,-14%,?,-12,-3%,-11%
Cc1c(NC(=O)c2ccc(C(=O)Nc3c(C)n(C)n(-c4ccccc4)c3=O)cc2)c(=O)n(-c2ccccc2)n1C,2%,-5%,3%,16%,-8%,-7%,4,1%,-8%
Cc1ccc(C(=O)Nc2ccc(C(=O)N/N=C/c3cccnc3)cc2)cc1,?,2%,-13%,-3%,-4%,-5%,39,-2%,79µM*
Cc1ccc(C2c3c(-c4cc(C)ccc4O)n[nH]c3C(=O)N2Cc2ccco2)cc1 (stereo not given),1%,10%,-22%,/,-11%,-16%,-37,-9%,1%
O=C(NNC(=O)c1ccccc1Cl)c1ccc2c(c1)OCCO2,/,-8%,-2%,31%,/,-20%,0,/,14%
O=C(Cn1cc([N+](=O)[O-])cn1)N1CCN(Cc2ccc3c(c2)OCO3)CC1,15%,-10%,0%,-4%,1%,-11%,0,-6%,107%[activator]
CC(=O)Nc1cc(C(F)(F)F)ccc1Oc1cccc(Br)c1,4%,12%,-12%,-2%,-1%,-19%,-7,-11%,-13%
Cn1c(Cn2cnc([N+](=O)[O-])n2)nnc1SCC(=O)Nc1cccc(Cl)c1,-4%,-1%,-10%,0%,-3%,-24%,-4,-13%,127%[activator]
[O-][N+]12CC[N+]([O-])(CC1)c1ccccc12,40%,-7%,7%,0%,-2%,1%,-5,-2%,18%
Cc1cc(Cl)ccc1N(CC(=O)N=Nc1c(O)[nH]c2ccccc12)S(C)(=O)=O,-12%,-4%,-15%,-4%,-12%,-7%,-2,?,21%
CNC(=O)NC(=O)CSc1ccc(NC(C)=O)cc1,27%,i,-3%,4%,0%,-12%,-4,-5%,-4%
COc1ccccc1NC(=O)/C(=C/c1ccncc1)NC(=O)c1ccccc1,-10%,1%,-9%,33%,1%,-17%,-12,58%[activator],35%[activator]
COc1ccccc1CNC(=O)c1c[nH]c2ccc(S(=O)(=O)Nc3cc(C)cc(C)c3)cc2c1=O,5%,5%,-16%[60.1 µM],/,-7%,-15%,3,-10%,-14%
CCOC(=O)C1CCN(c2ncnc3c2cnn3C)CC1,79µM*,-5%,-5%,-15%,-2%,-7%,5,5%,-7%
CN1CCN(C(=S)NC(=O)c2ccc(Br)cc2)CC1,9%,-4%,-4%,3%,-1%,-13%,-3,8%,20%
CSc1nnc(NC(=O)c2ccc(S(=O)(=O)N3CCOCC3)cc2)s1,3%,0%,-10%,-2%,-3%,-13%,-8,-4%,10%
CC(C)(C)c1cc(CCC(=O)NCCc2ccccn2)cc(C(C)(C)C)c1O,70%,-5%,-1%,4%,-3%,-16%,1,-11%,121%[activator]
COc1ccc(NC(=O)CN2CCN(CC(=O)Nc3ccc(OC)cc3)CC2)cc1,-3%,0%,10%,54%[activator],-4%,-3%,-5,-3%,26%
Cc1ccc(C(=O)Nc2cc(Cl)ccc2-n2cncn2)o1,/,6%,-5%,4%,/,-24%,9,/,38%[activator]

# Four entries from above, as labelled records:
> CCCNC(=O)CS(=O)Cc1nc(-c2cccc(OC)c2)oc1C (stereo not given)
  POLB inh = 13%
  Tb PGK inh = -2%
  POLK inh = -1%
  APE1 inh = -1%
  BLM helicase inh = -1%
  Pol eta inh = -18%
  RXFP1 antag = 3
  Apoferritin bind = -8%
  Pol iota inh = 27%
> COc1ccc(CCN(C)c2ccc(C(N)=O)cc2[N+](=O)[O-])cc1OC
  POLB inh = -10%
  Tb PGK inh = 0%
  POLK inh = -7%
  APE1 inh = 4%
  BLM helicase inh = -2%
  Pol eta inh = -14%
  RXFP1 antag = 7
  Apoferritin bind = -11%
  Pol iota inh = 25%
> Cn1cc([N+](=O)[O-])c(C(=O)Nc2cc(Oc3ccccc3)cc([N+](=O)[O-])c2)n1
  POLB inh = ?
  Tb PGK inh = 8%
  POLK inh = -13%
  APE1 inh = ?
  BLM helicase inh = -14%
  Pol eta inh = ?
  RXFP1 antag = -16
  Apoferritin bind = -15%
  Pol iota inh = ?
> Cc1ccccc1-n1c(-c2ccoc2C)n[nH]c1=S
  POLB inh = 47%
  Tb PGK inh = 2%
  POLK inh = -5%
  APE1 inh = -11%
  BLM helicase inh = 1%
  Pol eta inh = -6%
  RXFP1 antag = -16
  Apoferritin bind = 0%
  Pol iota inh = 7%

# (further entries)
SMILES,POLB inh,Tb PGK inh,POLK inh,APE1 inh,BLM helicase inh,Pol eta inh,RXFP1 antag,Apoferritin bind,Pol iota inh
Cc1nn(CC(=O)Nc2ccccc2)c(=O)c2ccccc12,-3%,1%,-12%,12%,-2%,3%,-4,-11%,-11%
Cc1onc(-c2ccccc2)c1C(=O)N(Cc1ccco1)Cc1cccs1,5%,-2%,-5%,17%,-16%,-10%,9,-11%,-9%
Cn1nc(-c2ccc(Cl)cc2)c2cc(C(=O)NCCCN3CCOCC3)sc21,2%,-4%,-6%,-11%,123%[activator],16%,/,-14%,-8%
Cc1ccc2cc(CN(CC(C)C)C(=O)C3CCCO3)c(=O)[nH]c2c1 (stereo not given),1%,-4%,-6%,2%,-5%,-12%,-8,0%,22%
COc1ccc(N2CCN(C(=O)c3ccc4c(c3)NC(=O)C(CSCc3cccc(F)c3)N4)CC2)cc1 (stereo not given),?,/,/,37%,-11%,/,/,?,/
O=C(CCc1nnc2n(Cc3ccc(Cl)cc3)c(=O)c3ccccc3n12)NCCCN1CCOCC1,68%,-1%,3%,43%,-3%,8%,12,1%,2%
COCCn1c(C)cc(C(=O)COC(=O)/C=C/c2cccc(OC)c2)c1C,-5%,-3%,-4%,-4%,-5%,-18%,-22,?,12%
COc1cccc(NC(=O)C2CCCN(S(=O)(=O)c3ccc4[nH]c(=O)ccc4c3)C2)c1 (stereo not given),-1%,-4%,-7%[60.1 µM],/,4%,-19%,-6,-4%,22%
CN(C)S(=O)(=O)c1ccc(C(=O)OCC(=O)c2ccc(OC(F)F)cc2OC(F)F)cc1,-23%,i,-2%,-7%,-3%,-15%,-11,?,-3%
CCOC(=O)N1CCC(=NNC(N)=O)CC1,-6%,0%,-10%,-4%,0%,7%,20,-2%,4%
CC(C)(C)C(=O)Nc1ccnn1C1CCN(C(=O)c2ccc(Cl)cc2F)CC1,63%,-7%,-5%,5%,-1%,-15%,4,-2%,14%
COc1ccc(N2CCN(C3CCCN(Cc4ccc(F)c(F)c4)C3)CC2)cc1 (stereo not given),-1%,0%,0%,4%,2%,-7%,-8,-3%,-2%
CCOc1cccc(C2C(C(=O)c3ccco3)=C(O)C(=O)N2c2nnc(C)s2)c1 (stereo not given),/,-9%,-24%,36%[activator],/,-18%,-6,/,16%
CCCS/C(N)=N/N=C/c1cc(C)ccc1O,1%,6%,-9%,-4%,0%,-7%,2,-9%,-2%
Cc1ccc(Cl)cc1NC(=S)Nn1cnnc1,24%,2%,-4%,13%,-7%,-6%,-6,-18%,-2%
Nc1c(N(CCC2=CCCCC2)C(=O)c2ccc([N+](=O)[O-])o2)c(=O)[nH]c(=O)n1Cc1ccccc1,/,3%,-8%,11%,/,-2%,-17,/,4%
COc1ccc(-c2cc(C(=O)N/N=C(\C)c3cccnc3)c3cc(C)ccc3n2)cc1OC,20%,-8%,5%,-6%,-3%,-7%,0,-7%,3%
Cc1ccccc1NC(=O)Cn1c(O)c(N=NC(=O)c2ccccc2O)c2ccccc21,10µM*,-17%,?,?,-28%,?,-6,-10%,?
O=C(Cc1ccc(F)cc1)N1CCC2(CC1)NCCc1[nH]cnc12,74%,1%,-8%,-6%,-1%,-6%,-14,-2%,-7%
CN(C(=O)c1ccccc1)c1ccccc1C(=O)NCCc1ccccc1,33%,i,-8%,3%,0%,-1%,10,-5%,25%
COc1cc(CN2CCC(Cc3ccccc3)CC2)c([N+](=O)[O-])cc1OC,3%,6%,1%,1%,2%,-16%,-21,-11%,94%[activator]
COc1ccccc1N1CCN(S(=O)(=O)c2ccc(-n3cnnn3)c(C)c2)CC1,-19%,-1%,-5%,-2%,-3%,-20%,10,-10%,5%
Cc1ccc(C(C)C)c(OCC(O)CN2CCN(CCO)CC2)c1 (stereo not given),-1%,-3%,3%,-1%,3%,-16%,-10,0%,-11%
CCOc1cc(-c2ccc(OC(=O)c3ccccc3Cl)c(OC)c2)cc(=O)c2c(C)oc(C)c12,0%,7%,-9%,/,-7%,-11%,-73*,-11%,24%
CC(C)(C)NC(=O)COC(=O)c1ccc(Cl)nc1,19%,-1%,-6%,?,-4%,-10%,-1,0%,3%
O=C(O)C1=C[C@@H](C2CCCCC2)C[C@@H](OCCCCO)O1,16%,-11%,15%,19%,-1%,-15%,/,-5%,-2%
O=C(Nc1ccc(F)cc1)c1ccc2nsnc2c1,9%,-3%,-8%,?,-1%,19%,20,-7%,23%
